CRE Fsk mod: Cell signaling CRE-BLA (Fsk stim) | CHO CRE-bla reporter (cAMP response element driving beta-lactamase), forskolin EC10, beta-lactamase ratio | 71,000 tested, 2.5% active | Potency, µM (series often up to 38.2 µM), without a hit: top-dose activity change, negative = inhibition, usual class: activators; active means well fitted activation curve with a large enough effect in the signal ratio, with a control signal flat, not every such curve was filed as active; inconclusive means small, poorly fitted or top-dose-only effect, or effect the other way, or a change in a side signal; the % refers to the signal ratio; further: potency means the concentration at half of the fitted maximal effect; % of control where 0% means no effect
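CRE-bla CHO reporter cells treated with compound titration plus EC10 NKH 477 (water-soluble forskolin), incubated 3 h at 37 °C; CCF4 loading 2 h at room temperature, 460/530 nm emission ratio read, AC50 values derived for positive or negative modulators.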
HEK293 cAMP cs: qHTS Assay for Agonists of the Thyroid Stimulating Hormone Receptor: Activators of Intracellular cAMP Concentrations in Parental HEK 293. 73,000 tested, 2.5% active. AID 938, 2007. parental HEK293 CNG cAMP sensor, membrane potential fluorescence. Potency, µM (series often up to 57.1 µM), without a hit: at the highest dose activation, hits mostly activators; further: potency means the concentration at half of the fitted maximal effect; % of control where 0% means no effect; nearly all actives have a fitted effect of over 55% in size
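Parental HEK 293 cells stably expressing a cAMP-gated CNG channel were loaded with membrane potential dye containing 100 uM RO 20-1724 for 60 min. Compound added for 30 min; depolarization read as fluorescence intensity at 590 nm.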
Casp1 inh: qHTS Assay for Allosteric/Competitive Inhibitors of Caspase-1; P29466; Caspase-1 enzyme, Ac-WEHD-AFC fluorogenic rate; Potency, µM (series often up to 57.5 µM), without a hit: top-dose activity change, negative = inhibition, most hits filed as inhibitors; 75,000 tested, 0.03% active;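 further: potency means the concentration at half of the fitted maximal effect; plate controls were vehicle for no effect and no substrate for full effect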
Casp7 inh: qHTS Assay for Allosteric/Competitive Inhibitors of Caspase-7; P55210; recombinant caspase-7, Ac-DEVD-AFC fluorescence rate; Potency, µM (titrated, usually from 57.5 µM), for the others: at the highest dose activity change, negative = inhibition, hits mostly inhibitors; 75,000 tested, 0.02% active; AID 889, 2007; active means well fitted inhibition curve with a large enough effect in the main read-out, with a control signal flat, not every such curve was filed as active; inconclusive means small, poorly fitted or top-dose-only effect, or a change in a side signal; further: potency means the concentration at half of the fitted maximal effect; % of control where 0% means no effect
BRCT inh green: qHTS Assay for Inhibitors of BRCT-Phosphoprotein Interaction (Green Fluorophore); Breast cancer type 1 susceptibility protein (Homo sapiens), P38398; BRCA1 BRCT-phosphopeptide binding, green fluorescence polarization; Potency, µM (top dose mostly 76.9 µM), without a hit: at the top dose activity change, negative = inhibition, actives largely listed as inhibitors; 75,000 tested, 0.05% active;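 further: potency means the concentration at half of the fitted maximal effect; plate controls were peptide without protein for full effect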
Target sequence (P38398 whole entry, looked up): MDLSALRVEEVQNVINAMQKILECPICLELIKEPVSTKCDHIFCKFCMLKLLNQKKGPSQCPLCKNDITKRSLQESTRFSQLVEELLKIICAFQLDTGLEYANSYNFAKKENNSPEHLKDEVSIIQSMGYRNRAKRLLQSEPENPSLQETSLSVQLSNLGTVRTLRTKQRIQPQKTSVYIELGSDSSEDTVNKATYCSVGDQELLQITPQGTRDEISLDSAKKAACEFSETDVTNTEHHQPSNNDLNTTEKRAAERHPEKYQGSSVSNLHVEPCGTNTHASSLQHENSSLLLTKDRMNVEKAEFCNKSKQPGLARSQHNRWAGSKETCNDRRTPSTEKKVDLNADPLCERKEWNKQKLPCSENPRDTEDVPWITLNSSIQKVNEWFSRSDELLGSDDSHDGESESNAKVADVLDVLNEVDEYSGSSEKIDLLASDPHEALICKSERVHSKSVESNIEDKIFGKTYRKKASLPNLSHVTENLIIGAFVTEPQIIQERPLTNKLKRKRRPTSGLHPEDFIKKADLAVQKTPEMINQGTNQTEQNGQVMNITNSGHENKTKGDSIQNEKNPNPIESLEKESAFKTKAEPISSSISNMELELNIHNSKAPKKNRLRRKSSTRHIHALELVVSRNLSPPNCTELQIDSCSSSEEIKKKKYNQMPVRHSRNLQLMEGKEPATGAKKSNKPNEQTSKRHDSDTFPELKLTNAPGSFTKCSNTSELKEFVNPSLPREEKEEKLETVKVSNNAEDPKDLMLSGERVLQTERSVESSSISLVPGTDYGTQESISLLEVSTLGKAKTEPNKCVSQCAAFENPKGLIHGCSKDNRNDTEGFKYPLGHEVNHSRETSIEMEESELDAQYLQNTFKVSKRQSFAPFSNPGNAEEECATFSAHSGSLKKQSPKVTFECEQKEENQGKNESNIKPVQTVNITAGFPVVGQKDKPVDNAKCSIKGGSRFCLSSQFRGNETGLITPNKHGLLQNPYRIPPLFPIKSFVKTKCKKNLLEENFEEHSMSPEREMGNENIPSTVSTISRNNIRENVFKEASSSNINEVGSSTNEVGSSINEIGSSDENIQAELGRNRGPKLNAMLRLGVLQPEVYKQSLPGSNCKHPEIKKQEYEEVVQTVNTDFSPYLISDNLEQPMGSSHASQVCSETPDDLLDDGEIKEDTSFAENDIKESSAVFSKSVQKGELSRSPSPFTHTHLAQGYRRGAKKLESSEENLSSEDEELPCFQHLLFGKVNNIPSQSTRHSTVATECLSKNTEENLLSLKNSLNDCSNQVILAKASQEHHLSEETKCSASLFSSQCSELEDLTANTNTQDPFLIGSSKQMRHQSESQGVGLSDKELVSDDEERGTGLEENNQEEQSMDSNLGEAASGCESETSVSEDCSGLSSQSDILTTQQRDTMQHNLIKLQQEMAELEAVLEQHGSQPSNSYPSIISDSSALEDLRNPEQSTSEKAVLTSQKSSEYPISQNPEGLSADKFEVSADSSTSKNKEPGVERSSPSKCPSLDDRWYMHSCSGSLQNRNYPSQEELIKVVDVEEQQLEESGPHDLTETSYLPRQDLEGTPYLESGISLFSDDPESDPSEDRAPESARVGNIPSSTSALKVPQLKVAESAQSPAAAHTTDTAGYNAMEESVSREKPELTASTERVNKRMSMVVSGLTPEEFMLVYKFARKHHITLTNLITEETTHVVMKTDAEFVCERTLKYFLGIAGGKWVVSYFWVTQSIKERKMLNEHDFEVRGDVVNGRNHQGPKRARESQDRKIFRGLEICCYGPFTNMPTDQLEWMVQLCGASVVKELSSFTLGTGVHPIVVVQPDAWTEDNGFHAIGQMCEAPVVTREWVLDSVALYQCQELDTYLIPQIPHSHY
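Compounds were incubated for 12 min at room temperature with a complex of 100 nM fluorescein-tagged pBACH1 decapeptide and 250 nM His-tagged BRCT protein. Buffer was phosphate pH 7.3 with EDTA, DTT and Tween 20. Disruption of binding lowers the polarization signal.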
BRCT PPI red: qHTS Assay for Inhibitors of BRCT-Phosphoprotein Interaction (Red Fluorophore); Potency, µM (series often up to 76.9 µM), inactives show at the top dose activity change, negative = inhibition, usual class: inhibitors; Breast cancer type 1 susceptibility protein (Homo sapiens), P38398; 75,000 tested, 0.03% active; BRCT-phosphopeptide binding, red fluorescence polarization; further: on the % scale 0 is the no-effect control and ±100 the full control effect
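Fluorescence polarization: 100 nM His-tagged BRCA1 BRCT with 100 nM TAMRA-labelled phospho-BACH1 decapeptide, phosphate buffer pH 7.3 with 150 mM NaCl, DTT, 0.01% Tween 20; 12 min RT. Binding inhibition seen as FP decrease.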
A350 autofl: qHTS Assay for Spectroscopic Profiling in A350 Spectral Region | 59,000 tested, 11% active | Compound autofluorescence, 340/450 nm, Alexa 350 dye-equivalents; stronger effect = higher value | AID 590, 2007 | max dye-equivalent concentration, M; in the data active means max dye-equivalent concentration above about 10 nM; inconclusive means mostly about 1.1 nM to 9.6 nM
ERK AVP block: qHTS Assay for Inhibitors of the ERK Signaling Pathway using a Homogeneous Screening Assay; HEK293-V1b, vasopressin-stimulated pERK AlphaScreen; Potency, µM (doses to about 57.5 µM), inactives show top-dose activity, negative = inhibition, actives largely listed as inhibitors; 72,000 tested, 0.99% active; AID 995, 2007; further: potency means the concentration at half of the fitted maximal effect; on the % scale 0 is the no-effect control and ±100 the full control effect; nearly all actives have a fitted effect of over 55% in size
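HEK293 cells stably expressing V1b receptor, seeded overnight in 1% FBS, were treated with compounds for 30 min at 37C, then stimulated 5 min with 25 nM vasopressin; phospho-ERK read by AlphaScreen SureFire after lysis.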
Tau filament bind: qHTS Assay for Tau Filament Binding. 71,000 tested, 2% active. Potency, µM (series often up to 57.1 µM), for inactives: at the highest dose activity change, negative = inhibition. Microtubule-associated protein tau (Homo sapiens), P10636. recombinant tau filaments, thioflavin S fluorescence, 15 h; filaments grown with octadecylsulfate alongside compound;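 further: potency means the concentration at half of the fitted maximal effect; on the % scale 0 is the no-effect control and ±100 the full control effect; actives lower thioflavin S fluorescence by blocking filaments or displacing dye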
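ThS-based fibril read: tau 1 uM final, inducer ODS 30 uM final, 37 C for 15 h, ex 450/em 510 nm.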
Luciferase inh: qHTS Assay for Inhibitors of Firefly Luciferase; Potency, µM (series often up to 57.1 µM), without a hit: at the top dose activity change, negative = inhibition, actives largely listed as inhibitors; 72,000 tested, 2.2% active; purified firefly luciferase, luminescence, 8 min; further: potency means the concentration at half of the fitted maximal effect; on the % scale 0 is the no-effect control and ±100 the full control effect; nearly all actives have a fitted effect of over 40% in size
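Here, luciferase activity is measured as luminescence following an 8 min room-temperature reaction at 10 uM ATP, pH 7.2. Every library sample is titrated.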
USP2a inhib: qHTS Assay for Inhibitors of Ubiquitin-specific Protease USP2a. Ubiquitin carboxyl-terminal hydrolase 2 (Homo sapiens), O75604. USP2a enzymatic assay, qHTS inhibition. Potency, µM (top dose mostly 38.3 µM), inactives show at the top dose activity change, negative = inhibition, usual class: inhibitors. 60,000 tested, 0.1% active;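 further: potency means the concentration at half of the fitted maximal effect; nearly all actives have a fitted effect of over 60% in size; plate controls were DMSO for no effect and NEM full inhibition control for full effect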
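USP2 core (20nM final) preincubated 30 min RT with compound, then Ub-PLA2 20nM and NBD C6-HPC 20uM final added; buffer 20mM Tris-HCl pH 8.0, 2mM CaCl2. Fluorescence Ex 460/Em 535 read at 0 and 2.5 h; normalized to NEM.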
Active calls of the source: *; i = inactive; ? = inconclusive; . = no result given; [ ] = dose if it differs, or a comment. Unless noted, the call rests on the fitted dose curve; in most records, active means well fitted curve in the direction sought with a large enough effect; inconclusive means small, poorly fitted or top-dose-only effect, or another doubt; inactive means no such curve, though single readings can be large; an effect the other way counts as inactive or inconclusive. No enrichment for hits; about 16% have a hit in one of these screens.

Values in the order: CRE Fsk mod	HEK293 cAMP cs	Casp1 inh	Casp7 inh	BRCT inh green	BRCT PPI red	A350 autofl	ERK AVP block	Tau filament bind	Luciferase inh	USP2a inhib
1) Cc1cccc2cc(CN(CCCO)C(=O)Nc3ccc(Cl)cc3)c(=O)[nH]c12
  ?	23%	-1%	-8%	1.4%	-0.7%	i	?	27%	-9%	53%[activator]
2) COc1cc(C(=O)Nc2cccc(-c3nncn3C)c2)cc(OC)c1OC
  6%	-4%	1%	1%	1.6%	-1.0%	.	-5%	2%	2%	2%
3) C=CCN(C(=O)Nc1ccc(Cl)cc1)C1CC(=O)N(c2ccc(OC)cc2)C1=O (stereo unspecified)
  -14%	2%	0%	0%	-1.5%	-1.8%	i	-14%	-5%	4%	-3%
4) O=C1c2ccccc2C(=O)N1CCCCN1CCN(CCCCN2C(=O)c3ccccc3C2=O)CC1
  3%	6%	-1%	3%	-0.9%	-1.2%	i	20%	0%	2%	2%
5) Cc1ccc2cc(CN(Cc3cccs3)Cc3nnnn3C(C)(C)C)c3nnnn3c2c1
  2%	?	2%	-1%	-1.6%	1.3%	i	6%	-9%	0%	-1%
6) CCCCN(C)C(=O)C1CCN(Cc2ccccn2)CC1
  -10%	-10%	-3%	2%	-0.1%	-4.0%	?	21%	-5%	0%	-1%
7) Cn1c(=O)[nH]c(=O)c2c1nc(OC(=O)c1ccccc1)n2CC(O)COc1ccccc1 (stereo unspecified)
  1%	13%	0%	-2%	-1.2%	0.5%	i	-1%	64%	1%	?
8) COc1cccc(NC(=O)NC2(C(F)(F)F)Oc3ccccc3O2)c1
  ?	-12%	-2%	0%	-2.5%	0.2%	1.2e-07M*	12%	-8%	1%	7%
9) O=C(CN1CCN(Cc2ccccc2)CC1)NCC1COc2ccccc2O1 (stereo unspecified)
  0%	2%	0%	-1%	-1.4%	0.5%	.	3%	-8%	1%	5%
10) CCn1cc(C(=O)NCC2CCCO2)c(=O)c2cc(S(=O)(=O)N3CCCCCC3)ccc21 (stereo unspecified)
  ?	-2%	-2%	0%	3.1%	0.3%	i	1%	8%	1%	30%
11) Cc1oc(-c2ccc3c(c2)OCCO3)cc1C(=O)NC(CCC(=O)O)C(=O)O (stereo unspecified)
  -6%	26%	-1%	2%	-1.2%	0.7%	i	-6%	5%	2%	-6%
12) O=C(COC(=O)c1ccc(S(=O)(=O)N2CCOCC2)cc1)NC1CCCC1
  4%	14%	-1%	0%	-3.3%	0.1%	?	-16%	7%	0%	3%
13) CCCc1ccc(Oc2cn[nH]c2-c2ccc(O)c(C)c2O)cc1
  ?	10%	-5%	-5%	0.2%	-0.7%	i	-20%	12%	1%	?
14) COc1cc(NC(=O)C2C3C=CC(C3)C2C(=O)O)c(OC)cc1Cl (stereo unspecified)
  1%	1%	-1%	0%	-2.3%	0.9%	.	12%	-3%	0%	-5%
15) Cc1cc(O)c(NC(=O)c2ccc(Br)o2)cc1C
  -9%[7.6 µM]	2%[11.4 µM]	-1%	1%	-0.6%	1.6%	.	-13%	18%[11.4 µM]	?	-20%[7.66 µM]
16) COC(=O)Nc1ccc(S(=O)(=O)N(CCO)CC(F)(F)C(F)F)cc1
  ?	1%	0%	0%	-1.6%	1.3%	i	-21%	-10%	-1%	-10%
17) COCCOC(=O)c1c(C)oc2ccc(OC(=O)c3cccs3)cc12
  18%	?	-1%	-3%	1.8%	0.5%	.	-21%	27%	-9%	-2%
18) COC(=O)[C@H]1C[C@@H]2CC[C@@H](O)C[C@@H]2N1Cc1c(F)cccc1Cl
  .	.	-2%	-2%	0.1%	-4.8%	.	-19%	.	.	.
19) COc1cccc(N=C2SC(C(=O)Nc3ccc(F)cc3)CC(=O)N2C)c1 (stereo unspecified)
  -6%	-14%	2%	0%	-2.6%	0.2%	i	-1%	-1%	-2%	150%[activator]
20) CN1CCN(CCP(=O)(c2ccccc2)c2ccccc2)CC1
  0%	3%	-1%	-2%	-0.8%	-0.3%	.	28%	0%	2%	0%

2 entries from above, as tab-separated lines.
no.	molecule	CRE Fsk mod	HEK293 cAMP cs	Casp1 inh	Casp7 inh	BRCT inh green	BRCT PPI red	A350 autofl	ERK AVP block	Tau filament bind	Luciferase inh	USP2a inhib
16	COC(=O)Nc1ccc(S(=O)(=O)N(CCO)CC(F)(F)C(F)F)cc1	?	1%	0%	0%	-1.6%	1.3%	i	-21%	-10%	-1%	-10%
19	COc1cccc(N=C2SC(C(=O)Nc3ccc(F)cc3)CC(=O)N2C)c1 (stereo unspecified)	-6%	-14%	2%	0%	-2.6%	0.2%	i	-1%	-1%	-2%	150%[activator]

Additional compounds follow:
Values in the order: CRE Fsk mod	HEK293 cAMP cs	Casp1 inh	Casp7 inh	BRCT inh green	BRCT PPI red	A350 autofl	ERK AVP block	Tau filament bind	Luciferase inh	USP2a inhib
21) C#CCCCO/N=C1/C[C@@H](O)[C@@H](O)[C@@H]2[C@@H]3C(=O)N(Cc4ccccc4)C(=O)[C@H]3CC[C@H]12
  .	-3%[11.4 µM]	-1%[11.5 µM]	0%[11.5 µM]	-1.3%[15.4 µM]	-0.6%[15.4 µM]	.	-2%[11.5 µM]	.	0%[11.4 µM]	.
22) CSc1ccc(/C=N/n2c(C)cc(C)cc2=O)cc1
  ?	4%[11.4 µM]	-7%	-1%	0.0%	1.3%	.	-18%	15%[11.4 µM]	?	-3%[7.66 µM]
23) C=CCN1C(=O)CS/C1=N/c1nccs1
  3%	-5%	-2%	1%	0.4%	0.1%	i	0%	-4%	0%	-7%
24) Cc1cc(NC2CCCCC2)nc(N2CCOCC2)n1
  .	4%	-3%	0%	-0.6%	-0.1%	.	.	.	.	.
25) Cc1cc(C)c2cc(CN(Cc3ccco3)C(=O)NCc3ccccc3)c(=O)[nH]c2c1
  -9%	?	-7%	-11%	-2.0%	-1.6%	i	?	28%	0%	31%[activator]
26) Cc1nc(C)c(C(=O)OCC(=O)N2CCN(c3ccccc3)CC2)s1
  10%	-2%	3%	2%	-1.7%	0.3%	i	2%	108%	-1%	6%
27) N[C@H](C(=O)O)[C@@H](O)c1cnc[nH]1
  -3%[7.6 µM]	1%[11.4 µM]	-1%[11.5 µM]	0%[11.5 µM]	-0.3%[15.4 µM]	-1.8%[15.4 µM]	i	-2%[11.5 µM]	4%[11.4 µM]	0%[11.4 µM]	.
28) CC(=O)Nc1ccc(-c2nn3c(C)nnc3s2)cc1C
  16%	-17%	-2%	0%	-0.7%	-3.9%	i	-3%	2%	2%	-5%
29) Cn1c(=NC(=O)CN2C(=O)C3CC=CCC3C2=O)sc2ccccc21 (stereo unspecified)
  -4%	?	-5%	-7%	-0.8%	-0.8%	i	-11%	6%	-2%	12%
30) COc1cc(C2C(C(=O)N3CCOCC3)=C(C)NC3=C2C(=O)CCC3)ccc1OC(C)=O (stereo unspecified)
  4%	11%	-9%	-12%	-1.2%	1.0%	4.6e-07M*	7%	13%	0%	1%
31) Cc1cccc(CC(=O)Nc2c3c(nn2-c2cccc(Cl)c2)CS(=O)C3)c1 (stereo unspecified)
  3%	10µM*	0%	2%	-0.7%	0.3%	i	21%	-5%	1%	7%

Some of these compounds in order of their number in BRCT PPI red, lowest first:
item	molecule	CRE Fsk mod	Casp1 inh	Casp7 inh	BRCT inh green	BRCT PPI red	A350 autofl	Tau filament bind	Luciferase inh
28	CC(=O)Nc1ccc(-c2nn3c(C)nnc3s2)cc1C	16%	-2%	0%	-0.7%	-3.9%	i	2%	2%
25	Cc1cc(C)c2cc(CN(Cc3ccco3)C(=O)NCc3ccccc3)c(=O)[nH]c2c1	-9%	-7%	-11%	-2.0%	-1.6%	i	28%	0%
29	Cn1c(=NC(=O)CN2C(=O)C3CC=CCC3C2=O)sc2ccccc21 (stereo unspecified)	-4%	-5%	-7%	-0.8%	-0.8%	i	6%	-2%
24	Cc1cc(NC2CCCCC2)nc(N2CCOCC2)n1	.	-3%	0%	-0.6%	-0.1%	.	.	.
26	Cc1nc(C)c(C(=O)OCC(=O)N2CCN(c3ccccc3)CC2)s1	10%	3%	2%	-1.7%	0.3%	i	108%	-1%
22	CSc1ccc(/C=N/n2c(C)cc(C)cc2=O)cc1	?	-7%	-1%	0.0%	1.3%	.	15%[11.4 µM]	?
